From PubChem
Gli-Sufu antag = blocks Gli-Sufu signaling in a luciferase reporter; 0.74% of 340,000 active; inhibition, % at 5 µM; AID 588413; Sufu-KO-LIGHT fibroblasts, Gli luciferase reporter luminescence;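 active = inhibition above about 55%, limit read from the data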;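 also: 0% = DMSO-treated cells and 100% = wells with medium but no cells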
ATG4B inh = blocks human ATG4B protease cleavage of LC3 substrate; inhibition, % at 8.33 µM; AID 504462; ATG4B cleavage of LC3-PLA2, NBD-HPC fluorescence, 1 h; 0.51% of 340,000 active; Q9Y4P1; in the data active = inhibition above about 40%
CCR6 antagonist = blocks CCL20-driven beta-arrestin recruitment at human CCR6. P51684. CHO-K1 CCR6 PathHunter beta-arrestin, luminescence, CCL20-stimulated. inhibition, % at 20 µM. 0.49% of 340,000 active. AID 493098;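 active = compounds whose inhibition of the agonist-driven luminescence signal at 20 µM reaches about 50%, limit read from the data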;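 also: cells stimulated with CCL20 at 14 nM final; plate controls were DMSO with CCL20 for no effect and DMSO without agonist for full effect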
UBC13 inh = inhibitors of human UBC13 polyubiquitin chain formation. P61088. TR-FRET. inhibition, % at 20 µM. 0.47% of 330,000 active; in the data active = inhibition above about 45%, passing the limit was not always enough
Target sequence (P61088 whole entry, looked up): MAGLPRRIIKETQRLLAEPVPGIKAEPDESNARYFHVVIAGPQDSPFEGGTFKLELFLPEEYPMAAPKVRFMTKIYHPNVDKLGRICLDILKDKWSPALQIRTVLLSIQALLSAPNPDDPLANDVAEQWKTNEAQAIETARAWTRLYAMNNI
EBI2 antag = blocks human EBI2 receptor beta-arrestin signaling; EBI2 beta-arrestin recruitment, luminescence, 7a,25-OHC stimulated; inhibition, % at 5 µM; AID 651636; P32249; 0.81% of 360,000 active; in the data active = inhibition above about 38%;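 also: enzyme fragment complementation signal reports receptor beta-arrestin coupling in cells; 0% = agonist plus DMSO wells and 100% = wells without agonist; some results beyond the cut were filed as inactive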
Target sequence (P32249 whole entry, looked up, the tested form may be a part): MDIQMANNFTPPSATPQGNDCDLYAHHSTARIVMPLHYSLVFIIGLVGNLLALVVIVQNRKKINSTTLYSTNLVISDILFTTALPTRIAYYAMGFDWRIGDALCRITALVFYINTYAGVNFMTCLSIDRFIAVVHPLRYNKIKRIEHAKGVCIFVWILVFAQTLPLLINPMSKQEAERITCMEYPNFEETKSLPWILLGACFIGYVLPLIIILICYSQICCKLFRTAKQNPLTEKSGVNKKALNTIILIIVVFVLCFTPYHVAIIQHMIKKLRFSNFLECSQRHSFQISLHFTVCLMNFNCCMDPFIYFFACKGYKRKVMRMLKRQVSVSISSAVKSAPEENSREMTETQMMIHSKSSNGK
APJ agonist = APJ receptor agonism | P35414 | CHO-K1 APJ PathHunter beta-arrestin, luminescence; 0% DMSO wells, 100% apelin | activation, % at 20 µM | 0.11% of 330,000 active | AID 2520;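 active = activation more than six SD over the plate average, tested at 20 µM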;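 also: 0% = DMSO alone and 100% = apelin-13 at 10 nM; some results filed as inactive read as strong as hits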
Target sequence (P35414 whole entry, looked up): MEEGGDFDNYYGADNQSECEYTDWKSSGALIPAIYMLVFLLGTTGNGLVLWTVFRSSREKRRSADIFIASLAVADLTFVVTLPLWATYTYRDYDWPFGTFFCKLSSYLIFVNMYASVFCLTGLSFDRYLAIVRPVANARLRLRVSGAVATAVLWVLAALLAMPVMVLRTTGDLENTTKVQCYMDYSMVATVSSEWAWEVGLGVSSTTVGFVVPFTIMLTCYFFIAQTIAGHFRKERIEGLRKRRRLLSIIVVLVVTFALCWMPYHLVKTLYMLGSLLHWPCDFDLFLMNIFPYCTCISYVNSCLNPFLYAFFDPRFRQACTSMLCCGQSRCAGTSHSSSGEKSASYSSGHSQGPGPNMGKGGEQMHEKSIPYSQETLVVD
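Assay system: CHO-K1 cells stably expressing ProLink-tagged human APJ and arrestin–beta-gal acceptor. Compound dosing: 20 µM single point, 1% DMSO. Times: 16-18 h seeding, 90 min dark compound exposure, 60 min detection. Detection: beta-gal luminescence. Evaluation: APJ–arrestin association signal. Controls: negative DMSO alone, positive Apelin-13 at 10 nM.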
CXCR6 inh = CXCR6 (human) receptor inhibition; inhibition, % at 20 µM; O00574; 0.36% of 360,000 active; AID 602244; CHO-K1 PathHunter CXCR6 beta-arrestin, luminescence; in the data active = inhibition above about 34%, passing the limit was not always enough;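 also: antagonist mode with CXCL16 agonist at 10 nM final; 0% = 10 nM CXCL16 with DMSO and 100% = unstimulated wells without agonist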
APJ antagonist = antagonists of human APJ apelin receptor; P35414; CHO-K1 APJ beta-arrestin complementation, luminescence; inhibition, % at 20 µM; 0.32% of 330,000 active; AID 2521;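 active = inhibition above about 40% at 20 µM, limit read from the data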;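 also: cells challenged with 10 nM apelin-13 agonist together with compound; plate controls were apelin-13 plus DMSO wells for no effect and DMSO wells lacking apelin-13 for full effect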
An asterisk follows results filed as active; · = not tested or not shown. No enrichment for hits; about 3% have a hit in one of these screens.

SMILES,Gli-Sufu antag,ATG4B inh,CCR6 antagonist,UBC13 inh,EBI2 antag,APJ agonist,CXCR6 inh,APJ antagonist
Cc1ccccc1OCc1nnc(SCC(=O)Nc2ccc(N3CCOCC3)c(Cl)c2)n1C,-23,-1,2,0,11,-2,2,-1
O=C(Nc1ccc(Cl)cn1)c1ccc(Oc2ccccc2)cc1,·,12,2,-2,16,1,-7,-4
COc1ccc(OC)c(C(C)NC(=O)Nc2cccc(C(C)=O)c2)c1 (stereo unspecified),-3,-7,8,-4,12,-2,4,11
Cc1nonc1OCC(C)(COc1nonc1C)NC(=O)c1ccccc1,-4,-8,7,-7,-1,-3,0,-6
COc1ccc(C=NNC(=O)CCCC(=O)NN=Cc2ccc(OC)c(OC)c2)cc1OC,0,-11,12,·,-11,·,-7,·
CCN(CC)C(=O)Cn1c(=O)n(CCCC(=O)NCc2ccccc2)c(=O)c2sccc21,-9,-1,-4,15,6,-5,-3,0
Cc1ccnc(NC(=O)c2cccs2)c1,-20,-2,5,6,-12,-3,0,0
CCc1ccc(OC)c(S(=O)(=O)NCc2cccs2)c1,18,1,11,2,-5,-6,3,-1
O=C(O)c1nn(CCOc2ccc(Br)cc2)c(=O)c2ccccc12,-19,-12,16,-2,4,-5,-12,12
Cc1ccc(N2CC(C)Cn3c2nc2c3c(=O)[nH]c(=O)n2C)cc1C (stereo unspecified),·,0,10,-6,-8,-2,-7,12
CCOC(=O)C1CCN(c2c(Nc3ccc4c(c3)OCCO4)c(=O)c2=O)CC1,32,1,4,-6,-3,-1,-2,15
CNC(=S)N(Cc1ccc(OC)cc1)Cc1cc2cc(C)ccc2[nH]c1=O,7,-5,-1,-7,1,-2,-4,-10
O=C1CNC(=O)/C1=C/c1ccc(O)cc1,2,-2,30,-34,-6,-1,16,23
COc1ccc(/C=C2\CN(Cc3ccccc3)C/C(=C\c3ccc(OC)cc3)C2=O)cc1,15,-2,18,·,32,·,8,·
O=C(c1cccs1)C1CCCN(Cc2nc(Cc3ccccc3F)no2)C1 (stereo unspecified),-9,-5,15,5,2,-3,-1,-3
Cc1noc(C)c1-c1ccc2ncnc(NC(C)c3ccco3)c2c1 (stereo unspecified),11,-6,4,0,-7,-2,-9,9
CCOC(=O)C1CCN(Cc2ccc(OCc3ccccc3)cc2)CC1,9,2,-1,7,10,0,0,-1
CC1CCN(S(=O)(=O)c2ccc3[nH]c(=O)ccc3c2)CC1,1,6,-4,-2,-5,-3,6,-20
O=C(Cn1nc(-c2ccccc2)c2ccccc2c1=O)Nc1cccc(O)c1,4,-8,11,9,7,-4,1,2
Cc1nc(-c2nnc(SCC(=O)Nc3ccc(C(F)(F)F)cc3)n2C)cs1,2,-7,7,-1,-10,-3,-2,6

Among those listed so far, two contain two or more sulfur atoms:
SMILES,Gli-Sufu antag,ATG4B inh,CCR6 antagonist,UBC13 inh,EBI2 antag,APJ agonist,CXCR6 inh,APJ antagonist
CCc1ccc(OC)c(S(=O)(=O)NCc2cccs2)c1,18,1,11,2,-5,-6,3,-1
Cc1nc(-c2nnc(SCC(=O)Nc3ccc(C(F)(F)F)cc3)n2C)cs1,2,-7,7,-1,-10,-3,-2,6

(continued)
SMILES,Gli-Sufu antag,ATG4B inh,CCR6 antagonist,UBC13 inh,EBI2 antag,APJ agonist,CXCR6 inh,APJ antagonist
CN(C)S(=O)(=O)n1cc(/C=C(\NC(=O)c2ccccc2Cl)C(=O)NCCN2CCOCC2)c2ccccc21,10,-7,15,-2,-7,4,-3,-2
CCOC(=O)c1csc(NC(=O)c2cc3ccccc3o2)n1,-52,-2,22,2,10,0,1,-3
C=C1CCN(c2ccc(C(=O)O)cc2[N+](=O)[O-])CC1,10,7,23,-24,·,-4,·,20
O=C(c1ccc(Cl)c([N+](=O)[O-])c1)N(Cc1ccc(F)cc1)C1CCS(=O)(=O)C1 (stereo unspecified),8,0,-4,-2,-1,0,-4,-4
Cn1c2ccc(Br)cc2c2nnc(SCC(=O)O)nc21,9,-3,1,-3,-11,-1,5,7
CCOC(=O)C1C(=O)NC(SCC(=O)Nc2nccs2)=C(C#N)C1c1ccccc1OCC (stereo unspecified),6,-14,14,4,4,-4,-4,13
CN1OC[C@@H]2CN(C(=O)C(C)(C)C)[C@H](c3cccc(N4CCOCC4)c3)C[C@@H]21,1,7,-2,·,-5,·,-3,·
O=C(CSc1nnc(NC(=O)c2ccccc2[N+](=O)[O-])s1)NCc1ccco1,·,-9,6,-4,7,-4,1,17
CCOC(=O)COc1ncn(-c2ccccc2)n1,4,-1,-8,-4,-6,-2,-1,5
CCOP(=O)(c1c(F)c(F)c(F)c(F)c1F)C1(O)CCCCC1 (stereo unspecified),2,-8,-19,-11,-8,-2,-10,7
N=c1nc(-c2ccccc2)ccn1O,-7,4,9,-11,17,3,6,14
Cc1nn(CCC(=O)Nc2cccc(C#N)c2)c(C)c1S(=O)(=O)N1CCCCC1,3,-5,14,2,-13,-6,-4,20
COc1cc(/C=C2/C(=O)NN(c3ccc(Cl)cc3)C2=O)cc(Br)c1O,5,7,25,-247,-9,-6,26,24
COc1ccc(C(=O)CN2C(=O)NC(C)(c3ccccc3)C2=O)cc1OC (stereo unspecified),0,-13,-15,0,-10,-2,0,1
Cc1c(C(=O)/C=C/N(C)C)nnn1-c1ccc(F)c(Cl)c1,-9,-4,0,-2,3,0,3,13
CN(C[C@H](Cc1ccccc1)N(C[C@H](CC1CCCCC1)N(CCc1ccccc1)N=O)N=O)N=O,15,1,7,-17,11,-4,0,-25
Cc1ccccc1C(=O)N1CCC(C(=O)Nc2cccc(F)c2)CC1,3,-16,11,5,4,-2,3,9
Cc1cc(NCc2ccco2)nc(N2CCC(C(=O)NC3CCCCC3)CC2)n1,26,-13,4,6,8,-6,0,8
Cn1cc(Cl)c(/C(N)=N/OC(=O)c2ccccc2C(F)(F)F)n1,-46,0,-4,-14,-15,20,-14,-89
CCCCNc1c(-c2cccc(-c3cc(C(C)=O)cs3)c2)nc2ccc(C)cn12,11,6,6,24,-12,12,-19,-67

Shown with two lines to a compound: part of the list above
Fields – Gli-Sufu antag | ATG4B inh | CCR6 antagonist | UBC13 inh | EBI2 antag | APJ agonist | CXCR6 inh | APJ antagonist
- Cn1cc(Cl)c(/C(N)=N/OC(=O)c2ccccc2C(F)(F)F)n1
→ -46 | 0 | -4 | -14 | -15 | 20 | -14 | -89
- C=C1CCN(c2ccc(C(=O)O)cc2[N+](=O)[O-])CC1
→ 10 | 7 | 23 | -24 | · | -4 | · | 20
- Cc1cc(NCc2ccco2)nc(N2CCC(C(=O)NC3CCCCC3)CC2)n1
→ 26 | -13 | 4 | 6 | 8 | -6 | 0 | 8

(list continues)
SMILES,Gli-Sufu antag,ATG4B inh,CCR6 antagonist,UBC13 inh,EBI2 antag,APJ agonist,CXCR6 inh,APJ antagonist
Cc1cc(C(=O)N2CCOCC2)c(C)o1,8,-24,8,12,-4,-1,2,-8
CC(=O)N1CCN(CCN=CC2=C(O)CC(c3cccs3)CC2=O)CC1 (stereo unspecified),27,-9,-7,4,-7,0,-12,5
Cc1ccc(S(=O)(=O)Oc2ccc(/C=N/N=C3/NC(=O)C(CC(=O)O)S3)cc2)cc1[N+](=O)[O-] (stereo unspecified),-1,11,5,-17,2,12,-7,-16
CC(OC(=O)c1ccc2c(=O)n3c(nc2c1)CCC3)C(=O)NC1CCCCC1C (stereo unspecified),-3,-1,-1,1,1,1,-2,13
CCOC(=O)C1=C(N)n2c(s/c(=C\c3cccnc3)c2=O)=C(C#N)C1c1cccnc1 (stereo unspecified),16,-4,6,·,19,·,7,·
Cn1c(N)c(C(=O)c2ccc(Cl)c(S(=O)(=O)N3CCCCCC3)c2)c(=O)n(C)c1=O,3,-13,6,-9,11,-1,-3,-3
Cc1cc(Cl)ccc1OC(C)c1nnc(N)s1 (stereo unspecified),-15,6,-8,-4,-5,-2,3,-40
CC(=O)c1cccc(NC(=O)CSc2nnc(C(C)N(C)C)n2Cc2ccccc2)c1 (stereo unspecified),1,-15,12,4,32,-2,3,12
Cc1ccc(N(CC(=O)NC(C)(C)C)C(=O)CCC(=O)Nc2nccs2)cc1C,7,0,16,0,3,1,5,-21
O=C(O)c1ccc2c(=O)[nH]c(CN3CCOCC3)nc2c1,-16,-2,-5,2,0,-5,-1,14
COC(=O)C(C)Sc1nc2c(c(=O)n(C)c(=O)n2C)n1CCC(C)C (stereo unspecified),2,-6,-5,-12,-3,-1,-4,-9
CCOc1cc2c(cc1OC)C(NC(=O)C(F)(F)F)CC2=O (stereo unspecified),-5,2,4,-2,-9,-3,-2,16
CC(C)CCN1CC(=O)N2[C@@H](Cc3c([nH]c4ccccc34)C2(C)C)C1=O,3,-6,4,0,6,-2,-3,-6
CS(=O)(=O)N(CC(=O)N1CCc2ccccc2C1)c1cccc([N+](=O)[O-])c1,3,1,9,4,-3,0,2,-1
O=C(Nc1ccc2ccccc2c1)c1cccc([N+](=O)[O-])c1,13,-1,16,-1,12,-3,-13,-10
O=C(NCCc1ccccc1)C1CCCN1C(=O)NCc1ccccc1 (stereo unspecified),-33,11,1,-1,-21,0,-2,19
Cc1cccc(NC(=O)CC(C)S(=O)(=O)c2ccc3c(c2)NC(=O)CO3)c1C (stereo unspecified),1,-5,-21,-9,-6,-5,-15,9

6 compounds from above, showing only CXCR6 inh, CCR6 antagonist and APJ agonist:
smiles	CXCR6 inh	CCR6 antagonist	APJ agonist
CCOc1cc2c(cc1OC)C(NC(=O)C(F)(F)F)CC2=O (stereo unspecified)	-2	4	-3
CC(C)CCN1CC(=O)N2[C@@H](Cc3c([nH]c4ccccc34)C2(C)C)C1=O	-3	4	-2
CS(=O)(=O)N(CC(=O)N1CCc2ccccc2C1)c1cccc([N+](=O)[O-])c1	2	9	0
O=C(Nc1ccc2ccccc2c1)c1cccc([N+](=O)[O-])c1	-13	16	-3
O=C(NCCc1ccccc1)C1CCCN1C(=O)NCc1ccccc1 (stereo unspecified)	-2	1	0
Cc1cccc(NC(=O)CC(C)S(=O)(=O)c2ccc3c(c2)NC(=O)CO3)c1C (stereo unspecified)	-15	-21	-5
